# GSIS activator = GLuc luminescence reporter in INS-1E cells, primary screen for activators of glucose-dependent secretion of insulin | INS-1E GLuc reporter insulin secretion, 2-3 h | activation, % at 16.6 µM | 370,000 compounds, 0.61% hits;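 active means lowest replicate activation of at least 40%, so every replicate reaches that level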;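 further: 0% = median of neutral control wells and 100% = median of IBMX positive control wells; some compounds called inactive have numbers as strong as hits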
# PAX8 inh HTS = inhibitors of PAX8-driven TPO luciferase reporter, primary screen, RMG-I cells, single concentration. inhibition, % at 12.6 µM. AID 652154, 2013. SteadyGlo, 24 h. 360,000 compounds, 1.2% hits;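 active means mean replicate inhibition at least 60% with every replicate also reaching 60%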;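 further: luciferase light reporting Pax8 driven TPO promoter activity; plate controls were median of neutral control wells for no effect and mitoxantrone controls for full effect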
# PglD inh = C. jejuni PglD acetyltransferase inhibitors, primary screen, biochemical, DTNB colorimetric, single point; purified PglD enzyme, DTNB colorimetric CoA detection; inhibition, % at 12.5 µM; 360,000 compounds, 0.098% hits; AID 602405, 2012; in the data active means inhibition above about 16%, passing the limit was not always enough; further: strong numbers were not always called active
# PGC1a acetyl inh = inhibitors of PGC1a acetylation signal, primary screen, cell-based, U2OS, AlphaScreen, inhibitor mode. 350,000 compounds, 0.17% hits. inhibition, % at 15.6 µM. AlphaScreen anti-acetyl-lysine; with virally co-expressed GCN5 acetyltransferase;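 active means every replicate shows inhibition of at least 40%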;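 further: 0% = neutral control wells and 100% = positive control wells; some results beyond the cut were filed as inactive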
# Cneo AK release = Cryptococcus neoformans cell lysis inducers, primary screen, AK release luminescence, single concentration; C. neoformans lysis, adenylate kinase release luminescence, 4 h; normalised: neutral wells 0, clomiphene wells 100; lysis activity, % at 15 µM; 360,000 compounds, 0.2% hits;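 active means mean lysis activity across replicates of at least 80%, whatever share of replicates individually reach that level; inactive means mean lysis activity below 80%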
#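 Test system: log-phase Cryptococcus neoformans yeast cells; Quantity: yeast cell density of 5 × 10^6 cells/mL; Buffer or medium: YPD; Doses: single compound concentration per well; Timing: 4 h at 37 °C static, read 1 h later; Measured by: AK luminescence; Read-out basis: lysis from increased AK signal; Control set: Clomiphene as positive control.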
# LGR2 antag = inhibitors of bursicon-induced LGR2 CRE-luciferase signal, primary screen, cell-based, HEK293, CRE-luciferase reporter, bursicon stimulation; Drosophila bursicon receptor LGR2 (rickets); bursicon-stimulated, 4 h; inhibition, % at 9.99 µM; 380,000 compounds, 0.35% hits; AID 720647, 2013;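 active means drop in luminescence signal, shown as inhibition above about 50% in the replicate tests, limit read from the data, passing the limit was not always enough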;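 further: agonist challenge used bursicon conditioned medium at about half maximal strength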
# ARNT TACC3 PPI = disruptors of ARNT/TACC3 protein interaction, primary screen, biochemical, AlphaScreen, single concentration; 390,000 compounds, 0.66% hits; AlphaScreen His-ARNT PAS-B/GST-TACC3 binding, luminescence; TACC3 fragment carries E629A point mutation; Transforming acidic coiled-coil-containing protein 3 (Homo sapiens), Q9Y6A5; inhibition, % at 9.99 µM;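 active means mean inhibition of replicates at least 50% and at least half of replicates each reaching 50%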;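 further: 0% = complete ARNT plus TACC3 wells and 100% = ARNT alone without TACC3; many hits fall short of the cut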
# C2C12 statin = suppressors of statin myotoxicity in C2C12 myotubes, primary screen, cell-based, single point, plate reader | C2C12 myotubes + simvastatin, ATP luminescence, 48 h; scaled: DMSO 0, geranylgeraniol control 100 | rescue of ATP level, % at 7.49 µM | 330,000 compounds, 0.78% hits | AID 602340, 2012;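 active means mean ATP rescue above about 67%, or every replicate alone reaching that limit, limit read from the data, passing the limit was not always enough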;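 further: myotubes were challenged with 10 µM simvastatin during compound exposure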
# Active calls of the source: *; · = not tested or not shown; & = joins results of further samples. Compounds as they come. Share with any hit: about 2.9%.
SMILES,GSIS activator,PAX8 inh HTS,PglD inh,PGC1a acetyl inh,Cneo AK release,LGR2 antag,ARNT TACC3 PPI,C2C12 statin
CN1CCN(CC#CC2(O)CCCCC2)CC1,-7,·,3,0,2,-1,-4,-10
NCCS(=O)(=O)NC1CCCCC1,-3,12,·,2,·,-7,-2,·
COc1ccc2c(c1OC)C(=O)N1C2SC(C)(C)[C@H]1C(=O)NCC(C)C (stereo partly specified),4,12,0,8,1,-14,4,1
Clc1ccccc1Nc1nc(NCc2ccccc2)nc2ccsc12,-6,-33,4,·,-1,-6,·,-38
COCCNc1ncnc2c1ncn2[C@H]1CN(Cc2ccc(Cl)cc2)C[C@@H](CO)O1,21,7,-2,·,1,6,·,4
N#CC(c1ccccc1)C1CCN(Cc2ccccc2)CC1 (stereo unspecified),11,1,0,3,23,3,2,·
Cc1ccccc1-c1ccc([C@@H]2[C@H]3CN(C(=O)Nc4ccccc4)CCCCN3[C@H]2CO)cc1,-19,4,0,-6,2,16,1,·
CCCc1cc(=O)n2[nH]c(NCc3ccc(Cl)cc3Cl)nc2n1,·,11,-2,2,4,·,-9,2
Cc1[nH]n(C(N)=S)c(=O)c1N=Nc1ccc2ccccc2c1,-14,-89,·,-3,·,-78,10,-11
CS(=O)(=O)N1[C@@H]2c3ccc(-c4ccccc4)c(=O)n3C[C@@H]2[C@@H](CO)[C@@H]1C(=O)NC1CCC1,14,-2,1,·,-2,3,-6,11
O=C(CNC(=O)c1ccccc1)N=Nc1c(O)[nH]c2ccc(Br)cc12,9,18,1,-19,1,-1,·,-8
CCOc1ccccc1NC(=O)CSc1nnc(CNC(=O)c2c(F)cccc2Cl)o1,28,1,3,4,-1,15,9,-2
C[C@H]1CN([C@@H](C)CO)S(=O)(=O)c2ccc(-c3cccc(C#N)c3)cc2O[C@H]1CN(C)CC1CC1,19,-13,-1,14,0,-1,-1,8
CC(=O)N(Cc1ccccc1C)c1cccc(C)c1C,-1,-4,6,-17,1,5,-19,6
COC(=O)c1ccc(C2Nc3ccccc3NC3=C2C(=O)CC(C)(C)C3)cc1 (stereo unspecified),-2,-2,-1,-3,0,-19,-3,-3
Cc1cccc(NC(=S)NCCN(C2CCCCC2)C2CCCC2)c1,-11,-15,6,-16,0,-3,4,-10
CN(Cc1ccccc1Cl)C(=O)c1cnccc1C(F)(F)F,7,3,-5,·,-2,16,-1,5
O=C(N/C(=C\c1cccnc1)C(=O)N1CCOCC1)c1cccc(Br)c1,·,1,-3,·,-2,·,2,-1
Cc1cc(C(=O)Nc2cccnc2)on1,·,15,-6,-11,1,9,-5,-2
COc1cc(C(=O)N2c3ccccc3CCC2C)cc(OC)c1OC (stereo unspecified),5,41,-4,-3,-4,3,5,13
O=C(N/N=C/C=C\c1ccccc1[N+](=O)[O-])c1ccncc1,2,7,-1,-5,-3,2,4,-2
CC(=O)c1cccc(NC(=O)C(C)OC(=O)/C=C/c2cccs2)c1 (stereo unspecified),-1,-25,-2,·,1,8,4,6
Cc1cccc(OCC(=O)N2CCN(C(=O)c3ccc([N+](=O)[O-])cc3)CC2)c1,1,-4,3,·,1,6,0,0
CS(=O)(=O)N1CCN(C2C3CC4CC(C3)CC2C4)CC1 (stereo unspecified),15,0,·,·,·,-9,-2,4
Cc1ccc(-n2[nH]c(C)c(C=Nc3cc(C)ccn3)c2=O)cc1,·,-6,-1,4,0,·,·,89*
CC1(C(=O)Nc2ccc3c(c2)OCCO3)CCN1C(=O)Cc1ccc(-c2ccccc2)cc1 (stereo unspecified),-6,-5,0,-10,2,1,·,2
CN(C)S(=O)(=O)c1cccc(NC(=O)COc2cccc(C#N)c2)c1,8,28,-1,·,0,-5,3,·
CCOC(=O)C1CCN(CC(O)COc2ccc(C(=O)CC)cc2)CC1 (stereo unspecified),·,·,0,·,0,·,-3,10
CCCN1C[C@@H](C)[C@@H](OC)CN(C)C(=O)c2cc(NS(=O)(=O)c3ccccc3)ccc2OC[C@H]1C,3,-2,6,2,-3,5,-1,-8
Cc1ccc(S(=O)(=O)N2CCCC2)s1,1,-3,-1,·,-2,-13,-3,3
Cc1cccc(C)c1NC(=S)N/N=C/c1c(Cl)cccc1Cl,5,21,·,·,·,3,-4,·
O=C(Nc1cc(S(=O)(=O)N2CCCCC2)ccc1O)c1ccccc1NS(=O)(=O)c1ccc(F)c(F)c1,-45,2,3,-4,-8,2,11,·
O=Cc1ccc(O)c2ncccc12,·,·,2,-1,4,·,45,-54
CN(C)S(=O)(=O)N1CCC(Oc2ccc(C(=O)N3C[C@@H]4CCC[C@H]3C4)cc2)CC1,-20,18,3,·,-1,-3,-2,-13
CC(C)Oc1cccc(C(=O)Nc2ccc(CN3CCOCC3)cc2)c1,-12,·,3,10,-3,-20,1,0
COc1ccc2[nH]c3c(c2c1)CCN1C(=O)N([C@@H](C)C(=O)NCc2ccc(C)cc2)C(=O)[C@]31C,-13,·,-2,-2,-1,86*,-3,15
CC(C)NC(=O)N(C)C[C@@H]1Oc2ccc(NS(=O)(=O)c3ccc(Cl)cc3)cc2CC(=O)N([C@@H](C)CO)C[C@@H]1C,6,-8,1,2,-3,-4,-13,-3
CCOc1ccc(S(=O)(=O)Nc2cc(F)ccc2F)c2cccnc12,2,1,0,-1,-1,0,-4,10
COCC#Cc1ccc2c(c1)O[C@@H](CN(C)Cc1ccc3c(c1)OCO3)[C@@H](C)CN([C@@H](C)CO)S2(=O)=O,0,-3,1,-11,3,1,11,-5
Cc1ccc2c(c1)C1CN(C)CCC1N2S(=O)(=O)c1ccc(C#N)cc1 (stereo unspecified),·,4,-3,-12,2,·,6,-3
CCC(C(=O)N(C(C)C)C(C)C)c1ccccc1 (stereo unspecified),·,7,0,-7,-2,·,-5,130*
O=C(O)c1ccc(CS(=O)(=O)Cc2ccccc2F)o1,7,28,·,·,·,-2,-9,·
N#Cc1ccccc1NC(=O)CN(Cc1ccccc1)Cc1ccccc1,-6,8,-3,·,14,1,2,5
O=C(c1ccco1)N1CCN(C(=O)N2c3ccccc3Sc3ccccc32)CC1,-20,·,-1,-60,2,10,6,-89
Nc1c(C(=O)N/N=C/c2cccnc2)oc2nc(-c3ccccc3)cc(-c3ccco3)c12,·,-16,0,-15,2,·,32,0
C[C@]12C(=O)N(c3ccc(Cl)cc3)C(=O)N1[C@@H]1c3ccccc3OC[C@@H]1[C@H]2c1ccccc1,0,16,-1,-5,-2,-4,0,5
COc1ccc(C)cc1NC(=O)c1ccc(NC(=O)CC2SC(N3CCCC3)=NC2=O)cc1 (stereo unspecified),·,-3,1,14,-1,·,-3,-2
O=C(C[C@@H]1CC[C@@H](NC(=O)Nc2cc(F)ccc2F)[C@H](CO)O1)NCc1ccncn1,7,-1,2,1,0,-4,-7,-3
CCOC(=O)CSc1nc(C)c(CC)c(C)c1C(N)=O,1,-10,2,2,0,-23,-9,-2
CCC(CC)NC(=O)CN1CCN(S(=O)(=O)c2ccc(Br)s2)CC1,-5,-1,-2,0,·,-14,-2,3
CCOC(=O)C1(Cc2ccc(Cl)cc2)CCN(C(=O)c2ccoc2)CC1,-33,-5,·,-4,·,-43,-2,·
CCCn1nc2cc(C(=O)NC3CCCc4ccccc43)ccc2c1OCC (stereo unspecified),-16,-15,1,1,7,26,-1,4
COc1ccc(OC(=O)N(C)C[C@@H]2OCc3cn(nn3)CCCC(=O)N([C@H](C)CO)C[C@H]2C)cc1,11&-2,4&-7,0&-3,1&0,3&3,12,-6,5&8
CC(C)c1ccc(NC(=O)c2ccc(NC3=NC4CS(=O)(=O)CC4S3)cc2)cc1 (stereo unspecified),-3,-6,1,-10,-1,-5,0,-8
COc1ccc(OC)c(NC(=O)CSc2ccc(-c3cccnc3)nn2)c1,12,·,-3,0,0,11,5,-9
Cc1csc(Sc2nc3c(c(=O)[nH]c(=O)n3C)n2CCCc2ccccc2)n1,·,-7,5,7,2,·,-5,-1
CCOC(=O)c1cnn2c(N)c(C#N)cnc12,14,-1,·,·,·,4,1,8
CN(C)C(=O)[C@@H]1[C@@H](CO)[C@@H]2Cn3c(ccc(-c4ccccc4F)c3=O)[C@@H]2N1C(=O)c1cnccn1,1,-7,3,·,-3,-19,-14,-15
Cc1ccc(S(=O)(=O)N2C[C@H]3C(=O)C[C@@H](c4cccc(Cl)c4)N(S(=O)(=O)c4ccc(C)cc4)[C@H]3C[C@H]2c2cccc(Cl)c2)cc1,9,5,2,11,0,-6,·,-4

# In the list so far, these have a Cl atom.
SMILES,GSIS activator,PAX8 inh HTS,PglD inh,PGC1a acetyl inh,Cneo AK release,LGR2 antag,ARNT TACC3 PPI,C2C12 statin
Clc1ccccc1Nc1nc(NCc2ccccc2)nc2ccsc12,-6,-33,4,·,-1,-6,·,-38
COCCNc1ncnc2c1ncn2[C@H]1CN(Cc2ccc(Cl)cc2)C[C@@H](CO)O1,21,7,-2,·,1,6,·,4
CCCc1cc(=O)n2[nH]c(NCc3ccc(Cl)cc3Cl)nc2n1,·,11,-2,2,4,·,-9,2
CCOc1ccccc1NC(=O)CSc1nnc(CNC(=O)c2c(F)cccc2Cl)o1,28,1,3,4,-1,15,9,-2
CN(Cc1ccccc1Cl)C(=O)c1cnccc1C(F)(F)F,7,3,-5,·,-2,16,-1,5
Cc1cccc(C)c1NC(=S)N/N=C/c1c(Cl)cccc1Cl,5,21,·,·,·,3,-4,·
CC(C)NC(=O)N(C)C[C@@H]1Oc2ccc(NS(=O)(=O)c3ccc(Cl)cc3)cc2CC(=O)N([C@@H](C)CO)C[C@@H]1C,6,-8,1,2,-3,-4,-13,-3
C[C@]12C(=O)N(c3ccc(Cl)cc3)C(=O)N1[C@@H]1c3ccccc3OC[C@@H]1[C@H]2c1ccccc1,0,16,-1,-5,-2,-4,0,5
CCOC(=O)C1(Cc2ccc(Cl)cc2)CCN(C(=O)c2ccoc2)CC1,-33,-5,·,-4,·,-43,-2,·
Cc1ccc(S(=O)(=O)N2C[C@H]3C(=O)C[C@@H](c4cccc(Cl)c4)N(S(=O)(=O)c4ccc(C)cc4)[C@H]3C[C@H]2c2cccc(Cl)c2)cc1,9,5,2,11,0,-6,·,-4
